West Nile virus CPE – West Nile virus antiviral activity, cell-based, CPE readout (AID 1621); West Nile virus-infected cells, CPE inhibition; higher % means a stronger effect; one-dose CPE inhibition, % at 10 µM; IC50 in µM for titrated hits; 0.02% of 290,000 active; in the data active = a potency from the dose series; inconclusive = CPE inhibition mostly from about 3.7% at the one dose, without a potency; inactive = the rest, 99 in 100 with CPE inhibition below about 2.2%; note: strong numbers were not always called active
NOD1 inhibition – NOD1 signaling inhibitors, primary screen, cell-based, luminescence, uHTS (AID 1578); one-dose inhibition, % at 4 µM; EC50 in µM for titrated hits; NOD1-driven NF-kB luciferase reporter cells, luminescence; higher % means a stronger effect; 1% of 290,000 active; in the data active = inhibition mostly above about 36%, no sharp cut-off; inactive = mostly below about 34%;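 note: HEK-293T reporter cells stimulated with the NOD1 agonist gamma-tri-DAP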
KOR beta-arrestin-1 – kappa opioid receptor blockers – cell-based, luminescence, uHTS (AID 1778); 0.091% of 290,000 active; KOR beta-arrestin recruitment, luminescence, antagonist mode; higher % means a stronger effect; one-dose inhibition, % at 10 µM; IC50 in µM for titrated hits; in the data active = inhibition above about 50%; note: strong numbers were not always called active
GPR55 antagonists – inhibition of LPI-stimulated GPR55 beta-arrestin translocation – imaging, U2OS, beta-arrestin-GFP, LPI agonist, primary screen (AID 2013); U2OS GPR55 beta-arrestin-GFP translocation imaging, LPI antagonism; higher % means a stronger effect; 0.13% of 290,000 active; one-dose inhibition, % at 10 µM; IC50 in µM for titrated hits;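 active = spots per cell inhibited over 60%, with over 100 cells counted and total cytoplasm intensity under 500,000; inconclusive = wells with under 100 cells, flagged as likely toxic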;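 note: U2OS cells stably carrying GPR55 and arrestin-GFP stimulated by 5 µM LPI near EC80; imaged beta-arrestin-GFP aggregate spots per cell after agonist stimulation; plate controls were LPI-stimulated DMSO wells for no effect and DMSO wells without LPI for full effect; some results filed as inactive read as strong as hits; confirmed hits need IC50 under 10 µM and bright autofluorescent wells are also inconclusive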
Dengue-2 NS5 capping – flavivirus cap methylation enzyme inhibition – biochemical, confirmation dose response, primary screen (AID 588689) | Dengue-2 NS5 methyltransferase capping enzyme assay, biochemical; higher % means a stronger effect | one-dose inhibition, % at 25 µM; IC50 in µM for titrated hits | 0.3% of 340,000 active; in the data active = a potency from the dose series; inconclusive = inhibition above about 29% without an active follow-up result
HIV peptide binding – inhibitors of HIV fusion peptide binding, primary screen, biochemical, uHTS, fluorescence dequenching (AID 1986); cell-free peptide binding, fluorescence dequenching, 30 min; higher % means a stronger effect; inhibition, % at 20 µM; hits with a dose series show IC50 in µM; 0.3% of 290,000 active; in the data active = inhibition mostly above about 52%, no sharp cut-off; inactive = mostly below about 76%; note: some results filed as inactive read as strong as hits
GPR55 beta-arrestin – GPR55 agonists via beta-arrestin recruitment, primary screen, imaging, U2OS cells, beta-arrestin-GFP redistribution (AID 1961); activation, % at 10 µM, or EC50 in µM where a hit was titrated; 0.048% of 290,000 active; U2OS GPR55 beta-arrestin-GFP redistribution imaging; higher % means a stronger effect;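 active = activation above 40% with more than 50 cells counted in the well; inconclusive = wells holding fewer than 50 cells, flagged as toxic or sparse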;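 note: U2OS osteosarcoma cells stably expressing GPR55 and beta-arrestin-GFP; plate controls were DMSO negative control for no effect and LPI positive control for full effect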
KOR beta-arrestin-2 – KOR agonists, beta-arrestin recruitment, primary screen, cell-based, luminescence, uHTS (AID 1777); KOR beta-arrestin recruitment, luminescence; higher % means a stronger effect; activation, % at 10 µM; hits with a dose series show EC50 in µM; 0.02% of 280,000 active; in the data active = activation above about 50%, passing the limit was not always enough; note: a part of the inactive calls stands beside numbers as strong as those of hits
GPR35 arrestin U2OS – inhibition of zaprinast-stimulated GPR35 beta-arrestin translocation – imaging, U2OS, beta-arrestin-GFP, zaprinast agonist, primary screen (AID 2058). 0.052% of 290,000 active. inhibition, % at 10 µM; hits with a dose series show IC50 in µM. U2OS GPR35 beta-arrestin-GFP translocation imaging, zaprinast antagonism; higher % means a stronger effect;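 active = inhibition of at least 50% with at least 30 cells and total cytoplasm GFP at most 10,000,000; inconclusive = under 30 cells or total GFP of 10,000,000 plus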
Numbers without * were called inactive; u = inconclusive; x = not tested or not shown; [ ] = dose if it differs, or a comment.

No. | SMILES | GPR55 antagonists | West Nile virus CPE | Dengue-2 NS5 capping | GPR35 arrestin U2OS | KOR beta-arrestin-1 | HIV peptide binding | GPR55 beta-arrestin | KOR beta-arrestin-2 | NOD1 inhibition
1 | O=C(CSc1nc2[nH]ncc2c(=O)n1-c1ccc(Cl)c(Cl)c1)NCc1ccccc1Cl | 21% | -0.8% | -2% | 8% | 18% | 0.3% | 0.3% | -3.9% | 0%
2 | Cc1cc2nc(-c3ccc(SCC(=O)Nc4nccs4)nc3)[nH]c2cc1C | 11% | -0.7% | -5% | -12% | 14% | -2.1% | 0.1% | 0.5% | -35%
3 | Cc1ccc(NC(=O)C2CCCN2C(=O)OCc2ccccc2)cc1C (centres undefined) | -8% | -0.2% | -1% | -9% | -15% | 0.9% | -0.1% | 0.0% | 10%
4 | c1coc(CNc2nc(-c3cccs3)cs2)c1 | 2% | -0.8% | -7% | -6% | -4% | 11% | 0.0% | 29% | -43%
5 | CCCC(=O)Nc1ccccc1N1CCN(C(=O)c2ccccc2)CC1 | 15% | 0.6% | -5% | -2% | 3% | -0.5% | -0.2% | 0.5% | 1%
6 | O=C(COc1ccc(Cl)cc1)NNC(=O)c1ccccc1C(=O)O | -4% | 0.1% | -6% | 4% | 13% | -1.3% | -0.1% | -2.9% | -16%
7 | O=C(c1cc(COc2ccc(F)cc2Cl)on1)N(Cc1ccncc1)CC1CCCO1 (centres undefined) | 10% | -1.7% | 12% | -3% | -1% | 3.5% | 0.0% | 1.2% | -14%
8 | COCCn1c(COc2ccc(OC)cc2)nc2ccccc21 | 1% | -0.5% | -3% | 5% | -59% | -1.2% | -0.1% | 0.0% | -12%
9 | O=S(=O)(c1cccc(-c2nnco2)c1)N1CCCC1 | 11% | 0.0% | -5% | -3% | 4% | -2.6% | 0.8% | -2.6% | -13%
10 | CCn1ccc(C(=O)Nc2ccsc2C(=O)OC)n1 | -8% | -0.4% | -3% | 0% | -28% | 0.2% | -0.1% | 1.5% | 15%
11 | CCC1CCCCN1CCCNC(=O)CN1C(=O)c2cccnc2Oc2ccc(Cl)cc21 (centres undefined) | 16% | -0.3% | -3% | 17% | 11% | -2.4% | -0.1% | -6.4% | 19%
12 | COc1cccc(OCC(=O)Nc2ccccc2C(N)=O)c1 | -4% | -0.3% | 0% | -7% | 30% | -0.5% | -0.3% | -2.2% | -39%
13 | CCOC(=O)N1CCN(c2c(N3CCN(c4ccccc4F)CC3)c(=O)c2=O)CC1 | 6% | -0.2% | -1% | -3% | 3% | 0.3% | 0.3% | 3.0% | -2%
14 | O=c1c2ccccc2ncn1Cc1nc2ccccc2s1 | -1% | -0.1% | -1% | -3% | 18% | -1.4% | -0.4% | -4.3% | -21%
15 | CCc1nnc(NS(=O)(=O)c2ccc(N3C(=O)C4CC=C(Cl)CC4C3=O)cc2)s1 (centres undefined) | -2% | 0.1% | 5% | 10% | -23% | -0.5% | -0.1% | 0.9% | 0%
16 | CCOc1ncccc1C(=O)Nc1c(C)n(C)n(-c2ccccc2)c1=O | 0% | -0.2% | -7% | -7% | -34% | 1.4% | -0.2% | 5.2% | -43%
17 | CCNC(=O)c1cc2c(=O)n3cccc(C)c3nc2n(CCc2ccccc2)c1=N | 3% | -0.3% | u | 11% | 23% | 0.5% | -0.1% | -2.9% | -23%
18 | CCCCn1nnc(NC(=S)NC(=O)c2ccc(OCC)c([N+](=O)[O-])c2)n1 | 21% | 0.1% | -2% | -4% | 21% | -1.4% | -0.1% | -3.4% | -13%
19 | CSC1=NCCN1C(=O)Cc1ccc(F)cc1 | 9% | 0.1% | -15% | 9% | -5% | 0.8% | -0.2% | -1.1% | 2%
20 | C[C@@H](O)c1nc2ccccc2n1N | 1% | -0.1% | -12% | -7% | 7% | 3.9% | -0.3% | 3.9% | -17%
21 | O=C(CNC(=O)c1cccs1)c1ccc(Br)cc1 | 1% | 0.2% | -6% | 7% | -16% | 1.7% | 0.3% | 0.3% | -99%
22 | Cc1ccccc1C(=O)N1CCN(c2ncccn2)CC1 | x | -0.4% | -6% | 6% | -7% | -0.9% | 0.0% | 3.9% | 2%
23 | Cc1ccc(CNC(=O)CCNS(=O)(=O)c2cccc3nsnc23)cc1 | 15% | -0.3% | -2% | -4% | -8% | -1.5% | -0.2% | 1.4% | -17%
24 | Cc1cc2c3c(c1)C1(C(=O)N3C(C)(C)CC2C)C(C#N)=C(N)Oc2cc(O)ccc21 (centres undefined) | 36% | -0.9% | 0% | -12% | -36% | 1.1% | 0.2% | 4.0% | 21%
25 | CCC1=NC(c2ccc(OC)cc2)N(O)C1(C)C (centres undefined) | 9% | 0.4% | 0% | 0% | 26% | -2.0% | 0.0% | 0.2% | -14%
26 | Cn1c(=O)n(C)c2cc(NC(=O)c3cccc([N+](=O)[O-])c3)c(Br)cc21 | 0% | 0.6% | -1% | -4% | -17% | -1.7% | -0.1% | -0.1% | -2%
27 | CCC(C)NC(=O)CC(NS(=O)(=O)c1ccc(NC(C)=O)cc1)C(C)C (centres undefined) | 7% | 0.6% | 2% | -18% | 26% | -0.7% | 0.7% | -0.4% | -35%
28 | CCCCN1C(=O)Nc2ccccc2S1(=O)=O | -1% | 1.3% | 1% | 1% | 40% | -1.0% | 0.1% | 7.9% | -19%
29 | CC(C)CC(=O)Nc1ccnn1C1CCN(C(=O)c2ccc(F)cc2Cl)CC1 | 24% | -0.2% | 1% | 3% | -8% | 2.4% | -0.1% | 4.3% | -14%
30 | O=S(=O)(CCSc1nc2ccccc2o1)c1nc2ccccc2s1 | 78% | u | -22% | -6% | -26% | -1.1% | 0.1% | -5.0% | 98%
31 | O=C(CNC(=O)c1ccccc1Cl)NC1CCN(Cc2ccccc2)CC1 | 79% | -0.3% | -9% | 11% | 23% | -1.2% | -0.1% | -0.9% | -14%
32 | CCCCNc1nc2ccccc2nc1Cl | 5% | 0.3% | -4% | 17% | -53%[20 µM] | 0.6% | 0.2% | -1.9% | -25%
33 | O=C(c1ccc(C(F)(F)F)n(Cc2ccc(Cl)cc2)c1=O)N1CCOCC1 | 17% | -0.1% | -2% | -4% | 19% | -2.0% | -0.1% | 4.8% | -2%
34 | COC(=O)CNC(=O)c1cccs1 | -2% | -0.2% | -3% | 4% | 27% | 0.2% | -0.2% | 0.8% | 23%
35 | O=C(c1ccncc1)N1CCCC(N2CCN(c3ccc(F)cc3)CC2)C1 (centres undefined) | 7% | -0.7% | -5% | -11% | -6% | 0.0% | -0.2% | 1.9% | -21%
36 | COc1ccc(N2C(=O)C3CCCN3C2c2ccc(F)cc2)cc1Cl (centres undefined) | 0% | -0.1% | -7% | -5% | -15% | -0.6% | -0.3% | -0.8% | -1%
37 | COc1ccc(N(CC(=O)N2CCN(c3ccccc3)CC2)S(=O)(=O)c2c(C)noc2C)cc1 | -2% | 0.0% | -3% | 5% | 3% | 1.2% | 0.3% | 4.6% | 1%
38 | CCNC(=O)c1ccc(CSc2ccc(Cl)cc2)cc1 | 3% | 0.5% | -4% | 21% | -40% | -1.0% | -0.3% | 1.1% | -18%
39 | CCc1cc(=O)n2[nH]c(C)c(-c3ccc(OC)cc3)c2n1 | -7% | 0.7% | -2% | -13% | -26% | -2.1% | 0.0% | 4.0% | -10%
40 | O=C(NCCC1=CCCCC1)C1CCC(CNc2nc(=S)[nH]c3ccccc23)CC1 (centres undefined) | 7% | -0.7% | -4% | 11% | -8% | 1.2% | -0.7% | -2.5% | -22%
41 | Cc1cccn2cc(CNC(=O)C3CCCCC3)nc12 | 7% | 0.0% | 1% | -18% | -20% | 8.1% | 1.1% | -5.5% | -4%
42 | COc1cc(C(=O)NC2CCCc3c2cnn3-c2ccccc2F)cc(OC)c1OC (centres undefined) | 8% | -0.7% | 0% | 7% | 9% | -0.7% | -0.2% | -0.3% | 18%
43 | O=C(NC1CCS(=O)(=O)C1)C12CC3CC(CC(C3)C1)C2 (centres undefined) | 17% | -0.1% | -3% | -7% | -31% | -3.0% | 0.3% | -4.4% | -10%
44 | CCc1ccc(S(=O)(=O)NCc2cn3ccsc3n2)s1 | 10% | -0.7% | -5% | -8% | 19% | -1.4% | -0.1% | -4.3% | x
45 | Cc1onc(-c2ccccc2)c1C(=O)Nc1c(C)n(C)n(-c2ccccc2)c1=O | 5% | 1.8% | -1% | -7% | 1% | -1.6% | -0.1% | 4.4% | -20%
46 | Cc1ccc(N2C(=O)CC(N3CCN(C)CC3)C2=O)cc1 (centres undefined) | 5% | 0.0% | x | -8% | -5% | -0.1% | 0.1% | -5.3% | -14%
47 | CSc1ccccc1NC(=O)CSc1n[nH]c(N)n1 | -3% | 1.3% | 0% | 6% | 9% | 0.5% | -0.2% | -6.9% | -24%
48 | CN(C)C(=S)NC(=NCc1ccc([N+](=O)[O-])cc1)c1ccccc1 | -6% | 1.6% | 9% | 2% | -8% | -0.3% | -0.2% | 0.3% | -14%
49 | CC1CCN(C(=O)c2cccc(S(=O)(=O)N3CCCCC3)c2)CC1 | -8% | -0.6% | -2% | 10% | 2% | 1.9% | 1.2% | -0.1% | 2%
50 | COCc1cc(=O)[nH]c(Nc2nc(C)c3cc(OC)ccc3n2)n1 | -7% | x | x | -1% | -29% | 15% | -0.1% | 0.7% | -27%

Next part
No. | SMILES | GPR55 antagonists | West Nile virus CPE | Dengue-2 NS5 capping | GPR35 arrestin U2OS | KOR beta-arrestin-1 | HIV peptide binding | GPR55 beta-arrestin | KOR beta-arrestin-2 | NOD1 inhibition
51 | CCCc1nc(SC2CCCC2)c2c(=O)n(C)c(=O)n(C)c2n1 | 13% | -0.5% | -1% | 5% | -10% | 0.1% | 0.8% | -3.9% | 25%
52 | CCCCn1c(N)c(N(CC(C)C)C(=O)C2CCN(S(=O)(=O)c3ccc(C)c(C)c3)CC2)c(=O)[nH]c1=O | 2% | -0.4% | -1% | -19% | -22% | 0.2% | -0.1% | 4.3% | -21%
53 | COc1ccccc1OCc1ccc(C(=O)OCC2CCCO2)o1 (centres undefined) | 0% | 0.2% | -7% | -7% | 21% | 1.4% | -0.2% | 0.1% | 0%
54 | C=CCc1c(C)nc(-c2ccccc2)nc1N/N=C/c1ccccc1 | 14% | -0.3% | -11% | -12% | 30% | -0.6% | 0.0% | 4.8% | -19%
55 | CCOC(=O)c1cc2c(s1)-c1c(C)cccc1OC2 | 6% | 1.2% | -1% | -4% | 6% | 30% | -0.2% | -8.6% | -30%
56 | COc1cc(NC(=O)CCS(=O)(=O)c2ccc3nc(C)sc3c2)cc(OC)c1OC | -23% | -0.1% | 3% | -2% | -18% | 0.5% | 0.2% | 7.6% | 6%

Bioassay records deposited in PubChem by several laboratories.

Some of the compounds tested; count on the stated rates, not on these rows.
